LMPTP block: LMPTP phosphatase inhibitors, primary screen, biochemical, fluorescence intensity, uHTS; Low molecular weight phosphotyrosine protein phosphatase (Homo sapiens), P24666; recombinant LMPTP-A, OMFP fluorogenic substrate; inhibition, % at 20 µM; 360,000 tested, 0.22% active; AID 651560, 2012;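 active = compounds that cut the enzyme signal by at least half of the control window in the single-dose screen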;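 note: plate controls were DMSO wells with enzyme plus substrate for no effect and substrate without enzyme for full effect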
Target sequence (P24666 whole entry, looked up): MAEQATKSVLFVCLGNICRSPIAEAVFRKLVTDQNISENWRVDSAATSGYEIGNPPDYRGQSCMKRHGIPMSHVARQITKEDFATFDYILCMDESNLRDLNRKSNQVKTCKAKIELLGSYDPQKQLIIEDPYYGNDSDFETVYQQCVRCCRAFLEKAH
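Buffer or medium: Bis-Tris pH 6.0, DTT, detergent; Assay system: LMPTP-A enzyme; Quantity: 0.625 nM enzyme; Detection: endpoint fluorescence intensity; Times: 50 min dark incubation at room temperature; Controls: substrate-only low control, DMSO enzyme-plus-substrate high control; Doses: single 20 µM dose; Read-out: percent inhibition versus substrate-only and uninhibited controls; Reagent: 400 µM OMFP.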
SUMO1 PPI mod: modulators of SUMO1 protein-protein interactions, primary screen, biochemical, uHTS; SUMO1 binding to a labelled peptide, TR-FRET, 1 h; inhibition, % at 20 µM; 360,000 tested, 0.33% active; in the data active = inhibition above about 37%
Tb MetRS inh: T. brucei MetRS inhibitors, primary screen, biochemical, luminescence | methionyl-tRNA synthetase (Trypanosoma brucei brucei) | purified T. brucei MetRS, ATP depletion, Kinase-Glo luminescence | inhibition, % at 11.9 µM | 360,000 tested, 0.4% active;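 active = inhibition above a per-plate cutoff of the control wells' mean inhibition plus 3 SD, cut at about 5.5% in these data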;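 note: 0% = DMSO wells median and 100% = median of wells with control inhibitor compound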
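Measured by: Kinase-Glo luciferase luminescence reporting remaining unconsumed ATP. Material: purified T. brucei MetRS enzyme. Doses: 11.9 µM compound single dose, 0.9% DMSO. Medium: HEPES buffer containing pyrophosphatase, BSA, spermine, DTT. Times: 15 min preincubation, 2 h reaction, all 25 °C. Reagent: methionine, ATP and bulk E. coli tRNA.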
NadD block: inhibitors of S. aureus NadD, primary screen, biochemical, colorimetric, uHTS. purified NadD enzyme, colorimetric absorbance read-out. 360,000 tested, 0.78% active. AID 602399, 2012. Nicotinate-nucleotide adenylyltransferase NadD (Staphylococcus aureus N315). inhibition, % at 20 µM; in the data active = inhibition above about 26%; note: some compounds past the cut are filed as inactive
DNMT1 block: human DNMT1 methyltransferase inhibitors, primary screen, biochemical, molecular beacon, fluorescence, HinP1I cleavage, uHTS; AID 588458, 2011; 360,000 tested, 0.83% active; inhibition (reported as % activation of signal), % at 10 µM; in the data active = inhibition above about 50%
SKN-1 inh: suppressors of acrylamide-induced Pgst-4::GFP reporter in worms, primary screen, SKN-1 inhibitor project, whole organism, uHTS, GFP/RFP fluorescence ratio, strain VP596; inhibition, % at 21.8 µM; C. elegans VP596 Pgst-4::GFP/RFP ratio, 24 h; AID 624304, 2012; 360,000 tested, 0.49% active;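 active = interference check ratio from 0.5 to 1.5 plus GFP to RFP signal ratio inhibition reaching or exceeding a fixed threshold, cut at about 30% in these data, passing the limit was not always enough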; note: some compounds called inactive have numbers as strong as hits
Scp-1 inhibitor: Scp-1 phosphatase inhibitors, primary screen, biochemical, colorimetric, uHTS | Carboxy-terminal domain RNA polymerase II polypeptide A small phosphatase 1 (Homo … | Recombinant Scp1, phosphopeptide, malachite green phosphate absorbance | inhibition, % at 20 µM | 340,000 tested, 0.88% active | AID 493091, 2011;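 active = inhibition above about 50% at 20 µM, limit read from the data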;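 note: plate controls were DMSO wells with enzyme for no effect and wells lacking enzyme for full effect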
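Test system: SCP-1 phosphatase catalytic domain, residues 76-261 | Compound dosing: One concentration, 20 µM, with 1.0% DMSO | Schedule: 45 min room-temperature reaction, 5 min colour, 30 min stabiliser | Detection: Absorbance at 630 nm | Read-out basis: % inhibition of SCP-1 phosphate liberation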
STEP block: STEP phosphatase inhibitors, primary screen, biochemical, fluorescence intensity, uHTS; recombinant STEP, OMFP fluorogenic substrate; inhibition, % at 20 µM; 360,000 tested, 0.25% active;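 active = inhibition at 20 µM, scaled per plate between control wells, above about 37%, limit read from the data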;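 note: 0% = DMSO with enzyme and substrate and 100% = substrate only without enzyme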
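material = STEP tyrosine phosphatase | reagent = fluorogenic phosphatase substrate OMFP at 25 µM final | doses = single compound dose of 20 µM, 1% DMSO final | schedule = 20 min reaction, room temperature, in the dark | measured by = fluorescence, 480/540 nm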
Neddyl block: inhibitors of cullin neddylation, primary screen, biochemical, TR-FRET, uHTS, NAE and Ubc12 | NEDD8-conjugating enzyme Ubc12 (Homo sapiens) + NEDD8-activating enzyme E1 regulatory … | AID 651699, 2012 | 360,000 tested, 0.58% active | calls only at 25 µM; in the data active = inhibition above about 36%
Target sequence (P61081 whole entry, looked up): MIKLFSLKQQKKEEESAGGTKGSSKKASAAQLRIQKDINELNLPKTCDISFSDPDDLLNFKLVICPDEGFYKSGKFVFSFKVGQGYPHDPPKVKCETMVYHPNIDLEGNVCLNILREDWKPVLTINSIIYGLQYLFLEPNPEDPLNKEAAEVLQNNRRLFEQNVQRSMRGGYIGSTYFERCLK
Target sequence (Q13564 whole entry, looked up): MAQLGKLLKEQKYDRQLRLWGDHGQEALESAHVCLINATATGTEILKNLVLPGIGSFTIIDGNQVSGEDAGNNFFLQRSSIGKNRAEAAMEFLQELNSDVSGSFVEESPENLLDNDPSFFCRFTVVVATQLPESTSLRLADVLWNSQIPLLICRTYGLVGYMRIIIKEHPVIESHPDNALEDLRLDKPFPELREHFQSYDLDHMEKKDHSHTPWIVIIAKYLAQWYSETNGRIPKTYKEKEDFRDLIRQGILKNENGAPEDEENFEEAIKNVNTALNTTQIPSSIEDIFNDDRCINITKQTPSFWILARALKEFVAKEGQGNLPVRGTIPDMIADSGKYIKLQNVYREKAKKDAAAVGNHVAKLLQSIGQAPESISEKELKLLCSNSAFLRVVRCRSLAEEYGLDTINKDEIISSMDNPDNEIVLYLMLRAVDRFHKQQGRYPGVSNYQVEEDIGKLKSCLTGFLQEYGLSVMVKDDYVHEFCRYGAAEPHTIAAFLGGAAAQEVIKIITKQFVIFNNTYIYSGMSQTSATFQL
CendR NRP1 mod: modulators of CendR peptide binding to NRP-1, primary screen, biochemical, fluorescence polarization, uHTS; 360,000 tested, 0.85% active; Neuropilin-1 (Homo sapiens), O14786; FAM-RPARPAR peptide binding to NRP-1; AID 602438, 2012; inhibition, % at 25 µM;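 active = inhibition or corrected inhibition above about 18%, plus a signal ratio from 0.5 to 1.5, limit read from the data, passing the limit was not always enough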; note: strong numbers were not always called active
* hit, by the source's call; i = inactive; . = not tested or not shown; + = active, no number.

SKN-1 inh	LMPTP block	Tb MetRS inh	SUMO1 PPI mod	Neddyl block	NadD block	CendR NRP1 mod	STEP block	Scp-1 inhibitor	DNMT1 block	SMILES
-10	-1.5	-0.5	3	i	4	-6	-1	-6	-3	Cc1ccccc1S(=O)(=O)Cc1ccc(C(=O)N2CCN(C3CCCCC3)CC2)o1
-4	-2.4	-0.4	-1	i	-12	-9	-3	-3	-1	Cc1cc(C)c2c(=O)n(CC(=O)NCCCN3CCOCC3)sc2n1
6	0.7	0.1	-1	i	-8	-4	-1	-7	-9	O=C(Nc1cccc(Cl)c1)OCc1cnc(Cl)s1
-5	-0.3	-0.4	-4	i	18	8	-2	-25	0	Cc1ccc(N2C(=O)c3cccc4c(Oc5ccccc5[N+](=O)[O-])ccc(c34)C2=O)c(C)c1
-8	0.3	0.1	-4	i	-2	16	-1	14	3	N/C(=N\N=C\c1ccc([N+](=O)[O-])cc1)c1nonc1N
14	-1.0	-0.9	-22	i	1	10	0	4	3	Cc1cc(C)nc(NC(=O)c2cc([N+](=O)[O-])cc([N+](=O)[O-])c2)n1
5	1.3	1.6	-3	i	-1	3	5	-7	6	O=[N+]([O-])c1ccccc1N/N=C/c1ccc2c(c1)OCO2
-10	-1.1	0.0	7	i	6	-177	-6	-7	-1	Cc1nc(-n2[nH]c3c(c2=O)CCCC3)[nH]c(=O)c1Cc1ccccc1
-2	1.1	0.6	1	i	-1	-3	-2	10	-2	COc1ccccc1OCc1cc(C(=O)NCc2ccc(N3CCCC3=O)cc2)no1
3	1.1	-0.5	-2	i	-8	0	3	-14	-7	O=C(NC(=S)NCC1COc2ccccc2O1)c1ccccc1 (stereo not drawn)
3	-0.7	-0.1	-4	i	-7	3	0	-5	4	CCCCNCCOCCOc1ccc(C)cc1Br
-13	-5.3	-0.2	-3	i	-1	-7	0	0	-1	CCOC(=O)c1[nH]c(C)c(/C(O)=C2\C(=O)C(=O)N(CCN(C)C)C2c2cccc(OC)c2OC)c1C (stereo not drawn)
22	0.6	-0.8	-1	i	1	0	11	-7	10	Cc1nc(CSc2nnc3scc(-c4ccc(Cl)cc4)n23)cs1
19	5.7	0.1	-12	i	1	-9	6	0	-9	O=C(CCN1c2ccccc2Sc2ccccc21)OCc1nnc(-c2ccccc2)o1
1	-1.7	-0.3	-10	.	4	0	-2	.	-1	O=C(c1ccc(Cl)cc1)N1CCN(c2ccc(N3CCOCC3)nn2)CC1
-1	0.3	-0.2	5	i	1	2	1	-3	-2	CC(C)c1ccc(NC2CCCN(C(=O)c3n[nH]c4c3CCC4)C2)cc1 (stereo not drawn)
-10	-5.2	-0.4	3	i	5	3	-5	-10	-2	c1cncc(-c2nnc(C3CCCCC3)o2)c1
5	-1.0	-1.0	2	i	-8	-7	0	-5	4	Cc1ccc(Nc2cc(C)nc3ncnn23)cc1
5	-2.4	0.0	-23	i	-1	18	-3	-10	3	O=C(NCCCN1CCOCC1)c1ccc(NS(=O)(=O)c2cccc([N+](=O)[O-])c2)cc1
15	-6.2	-0.4	-2	i	9	7	2	15	2	CC1CC(C)CN(C2CCN(Cc3cccnc3)CC2)C1 (stereo not drawn)
-6	-0.4	0.0	5	i	2	3	0	-6	-1	CN(C(=O)CSc1nnc(-c2ccccc2)o1)c1c(N)n(Cc2ccccc2)c(=O)[nH]c1=O
-14	-0.7	-0.7	-4	i	-1	-3	0	14	-2	O=C(N/N=C/c1ccccn1)c1ccc(NC(=O)c2ccc(F)cc2)cc1
1	-1.4	-0.4	3	i	6	-7	1	-2	4	CSC1=NCCN1C(=O)COc1ccccc1
6	3.3	-0.3	8	i	6	-11	17	-7	19	CCOc1ccc(/C=C/C(O)=C2/C(=O)NC3(C)CC2c2ccccc2O3)cc1OC (stereo not drawn)
20	-0.2	-1.2	0	i	-8	6	-4	-10	2	c1ccc(-c2nnc(-c3ccccc3)o2)cc1
45*	-2.8	-0.6	2	i	2	-1	0	6	-1	CN(CCCN1CCOCC1)C(=O)c1cc(COc2cccc(C(F)(F)F)c2)on1
2	0.4	0.1	-1	i	1	8	1	-7	-2	O=C(CSc1nnc(-c2ccc(O)cc2)o1)Nc1cccc(O)c1
-9	6.7	0.9	-6	i	5	4	-3	4	39	COc1ccc(-c2cc(=O)oc3cc(OCC(=O)NCC(O)c4ccccc4)ccc23)cc1 (stereo not drawn)
-4	0.2	-0.3	-2	i	-2	-3	-2	-8	-1	CCC(=O)c1ccc(OCCSc2ncccn2)cc1
8	-2.3	-0.4	-1	i	0	2	-1	-2	2	Cc1ccc(N2C(=O)Nc3ccc(Br)cc3C2(O)C(=O)NCCN(C)C)cc1C (stereo not drawn)
6	0.9	-0.5	-1	i	3	-7	-2	2	2	C=CCN1c2ccccc2C(=O)CS1(=O)=O
13	-0.2	-0.9	-3	i	-5	3	-3	0	0	O=C(OCc1cncs1)c1cccs1
1	0.3	0.0	9	i	-4	5	0	0	-7	CCO[C@H]1OC(C(=O)N2CCN(Cc3ccc4c(c3)OCO4)CC2)=C[C@@H](c2csc3ccccc23)[C@@H]1CCCO
-13	1.7	1.1	-1	.	-6	2	1	2	8	CC(C)(C)C(=O)Nc1sc2c(c1C(=O)Nc1ccccn1)CCCC2
2	-1.9	-0.6	6	i	-8	0	-1	-4	-2	Cc1ccc(C(O)(CCN2CCCCC2)c2ccccc2)cc1 (stereo not drawn)
-4	-0.7	-0.8	0	+	-9	8	-5	-23	1	CC1(C)CC2(CCO1)C(Nc1ccccc1)=NC(=S)N2CC(N)=O (stereo not drawn)
25	-0.7	-0.4	4	i	-1	-9	-2	-5	2	O=C(CSc1nc(=O)n(CCCN2CCOCC2)c2c1CCCC2)Nc1ccc(F)cc1F
4	-0.2	-0.1	-3	i	0	7	-2	-16	-2	CCCC(=O)NC(=S)Nc1ccc(NC(=O)c2cccs2)cc1
15	-1.5	0.4	11	i	3	15	-1	-9	1	O=C(N/C(=C/c1cccnc1)C(=O)N1CCCCCC1)c1cccc(Br)c1
-1	-0.5	-1.0	-2	i	-9	21	4	-1	2	COc1ccc(NC(=O)CNS(=O)(=O)c2ccccc2)cc1Cl
-1	0.1	0.2	2	i	-8	-21	-1	-11	1	CCOc1ccccc1C(=O)NC(C(=O)N(C)Cc1ccc2c(c1)OCO2)C(C)C (stereo not drawn)
9	-0.1	-0.5	1	i	-1	2	0	-3	0	CC(=O)Nc1ccc(S(=O)(=O)NC2CC2)cc1
-7	-1.4	-0.6	-15	i	0	1	-3	-2	0	O=C(Nc1ccc([N+](=O)[O-])cc1)N1CCN(C(=O)C2CCCO2)CC1 (stereo not drawn)
14	-0.2	0.1	13	i	5	2	1	-8	-9	O=C1C=C(c2cccc(Cl)c2O)C[C@@H](c2ccc3c(c2)OCO3)C1
23	-0.2	0.1	-2	i	4	-7	2	3	2	CCOC(=O)c1c(S(=O)(=O)NCC2CCN(CCc3cccs3)CC2)c(C)n(C)c1C
13	-0.4	-0.1	5	i	-3	4	7	1	-3	CC(C)N1C(=S)N(Cc2ccco2)C(=O)C1CC(=O)Nc1ccccc1 (stereo not drawn)
1	-0.8	-0.1	3	i	-3	8	-1	-18	4	O=C(COC(=O)COc1ccccc1)Nc1ccc2c(c1)OCCO2
-6	-11	-0.4	3	i	0	0	-2	0	9	COC(=O)c1cc(CNC(=O)c2ccc(O)c(Cl)c2)ccc1OC
-4	2.8	-1.2	-26	i	-6	7	-3	-4	-23	O=[N+]([O-])c1ccccc1NCc1c(O)ccc2ccccc12
-11	1.1	-1.1	-21	i	-10	4	0	-4	3	CN(c1ccc(C(=O)N2CCOCC2)cc1[N+](=O)[O-])C1CCCCC1
-20	-0.6	-1.2	0	i	-4	-3	-5	0	1	CCCC(=O)N1CCN(c2ccc(NC(=O)c3ccco3)cc2)CC1

Grouped by structure, those above containing fluorine (3)
SKN-1 inh	LMPTP block	Tb MetRS inh	SUMO1 PPI mod	Neddyl block	NadD block	CendR NRP1 mod	STEP block	Scp-1 inhibitor	DNMT1 block	SMILES
-14	-0.7	-0.7	-4	i	-1	-3	0	14	-2	O=C(N/N=C/c1ccccn1)c1ccc(NC(=O)c2ccc(F)cc2)cc1
45*	-2.8	-0.6	2	i	2	-1	0	6	-1	CN(CCCN1CCOCC1)C(=O)c1cc(COc2cccc(C(F)(F)F)c2)on1
25	-0.7	-0.4	4	i	-1	-9	-2	-5	2	O=C(CSc1nc(=O)n(CCCN2CCOCC2)c2c1CCCC2)Nc1ccc(F)cc1F

Screening data deposited in PubChem BioAssay by several laboratories.
